ERG Ets-DNA blk = inhibitors of human ERG Ets domain-DNA interaction. AID 624246. 370,000 compounds, 0.028% hits. Potency, µM (highest dose often 76.9 µM), without a hit: top-dose FP activity, negative = inhibition, most hits filed as inhibitors. P11308. fluorescence polarization, His-ERG Ets domain / labelled DNA; active means well fitted inhibition curve with a large enough effect in the polarisation, with a control signal flat; inconclusive means small, poorly fitted or top-dose-only effect, or effect the other way, or a change in a side signal; inactive means no such curve, though single readings can be large or run the other way; the % refers to the polarisation;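 further: polarization taken with two DNA probes labelled with fluorescein and Texas red; potency means the concentration at half of the fitted maximal effect; % of control where 0% means no effect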
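His-tagged ERG Ets domain (1 uM in the protein solution; 300mM KCl, 50mM Tris-HCl, 1mM EDTA, 1mM DTT, pH 7.5) received compound, then a probe mix of 5 nM fluorescein-DNA and 100nM Texas-615-DNA. Fluorescence polarization was read for both dyes.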
G9a inh = blocks human histone lysine methyltransferase G9a | Potency, µM (top dose mostly 102 µM), for the others: at the top dose activity, negative = inhibition, actives largely listed as inhibitors | Q96KQ7 | G9a H3K9 monomethylation, AlphaScreen, 2 h | AID 504332 | 350,000 compounds, 8.8% hits; further: potency means the concentration at half of the fitted maximal effect; on the % scale 0 is the no-effect control and ±100 the full control effect; nearly all actives have a fitted effect of over 75% in size
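G9a (20 nM) was preincubated 15 min with compound, then reacted 2 h at room temperature with 500 nM biotin-H3K9 peptide and 20 µM SAM. Monomethyl-H3K9 detected by AlphaScreen using anti-H3K9me1 antibody.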
Pin1 inhibitor = blocks the human prolyl isomerase Pin1; Q13526; Pin1 FP peptide displacement, HiFluor488, 10 min; Potency, µM (doses to about 115 µM), for the others: at the highest dose activity, negative = inhibition, hits mostly inhibitors; 390,000 compounds, 0.009% hits; AID 504891; active means well fitted inhibition curve with a large enough effect in the polarisation, with a control signal flat, not every such curve was filed as active; inconclusive means small, poorly fitted or top-dose-only effect, or effect the other way, or a change in a side signal; inactive means no such curve, though single readings can be large or run the other way; the % refers to the polarisation; further: potency means the concentration at half of the fitted maximal effect; on the % scale 0 is the no-effect control and ±100 the full control effect
BAZ2B inh = BAZ2B (human) inhibition; Q9UIF8; AlphaScreen BAZ2B-H3K14Ac peptide displacement; Potency, µM (series often up to 114 µM), without a hit: at the highest dose activity change, negative = inhibition, actives largely listed as inhibitors; 360,000 compounds, 4.4% hits; further: potency means the concentration at half of the fitted maximal effect; on the % scale 0 is the no-effect control and ±100 the full control effect; nearly all actives have a fitted effect of over 60% in size
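In this displacement format the biotinylated H3(5-23) peptide acetylated at Lys14 serves as ligand at 50 nM, with BAZ2B at 50 nM in PBS pH 7.4 containing 0.01% Tween-20. Donor and acceptor beads are 10 ug/mL final.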
GLS inh = glutaminase GLS (human) inhibition; Potency, µM (highest dose often 45.5 µM), for the others: at the highest dose activity change, negative = inhibition, most hits filed as inhibitors; GLS enzymatic activity, qHTS titration; O94925; 410,000 compounds, 0.21% hits; further: potency means the concentration at half of the fitted maximal effect; on the % scale 0 is the no-effect control and ±100 the full control effect
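Human kidney-isoform GLS in 45 mM KH2PO4 pH 8.2, 0.02% Tween-20, with compound, started with 1mM L-Glutamine (added stock). Glutamate oxidase/HRP/Amplex red coupled fluorescence read at start and after 30 min at RT.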
PI4K2A block = blocks human PI4K2A kinase activity | purified PI4K2A, ADP-Glo luminescence, 1 h; stronger effect = lower value | activity change, negative = inhibition, % at 76.9 µM | 420,000 compounds, 0.13% hits; in the data active means activity change below about -50%; inconclusive means mostly about -30% to -49%;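 further: -100% = wells without enzyme as full effect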
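ADP-Glo luminescence measured ADP generated by PI4K2A enzyme (4 ug/mL before mixing) with 1.2 mM PI substrate (pre-mix) and 300 microM ATP (pre-mix). Tris pH7.5 buffer with MgCl2, Triton X-100; 1 h reaction at ambient temperature.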
PGK inhibitor = T. brucei PGK inhibition; AID 602233; P07378; 380,000 compounds, 0.043% hits; PGK/GAPDH coupled, Kinase-Glo luminescence, 60 min; Potency, µM (highest dose often 57.5 µM), without a hit: at the top dose activity change, negative = inhibition, usual class: inhibitors; further: potency means the concentration at half of the fitted maximal effect; on the % scale 0 is the no-effect control and ±100 the full control effect; nearly all actives have a fitted effect of over 60% in size
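Luminescent ATP detection (Kinase-Glo Plus) follows a 60-minute room-temperature incubation, with wells lacking PGK as controls. Buffer: 100 mM TEA (pH 7.6), 5 mM MgCl2, 0.01% Tween-20. Coupling enzyme GAPDH (100 nM final) supplies unstable 1,3-BPG in-well.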
JMJD2A Tudor inh = JMJD2A Tudor domain (human) inhibition; O75164; AlphaScreen JMJD2A-Tudor / H3K4me3 peptide binding; Potency, µM (titrated, usually from 114 µM), without a hit: at the top dose activity change, negative = inhibition, most hits filed as inhibitors; 390,000 compounds, 4.4% hits; further: potency means the concentration at half of the fitted maximal effect; on the % scale 0 is the no-effect control and ±100 the full control effect; nearly all actives have a fitted effect of over 50% in size
HP1b chromo inh = HP1-beta chromodomain-methylated histone interaction inhibition. P83916. AlphaScreen HP1-beta / biotin-H3K9me3 peptide binding. Potency, µM (series often up to 114 µM), for inactives: at the highest dose activity change, negative = inhibition, actives largely listed as inhibitors. 390,000 compounds, 0.56% hits. AID 540317; further: potency means the concentration at half of the fitted maximal effect; nearly all actives have a fitted effect of over 70% in size; inactives centre near 23
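Compound inhibition of the preformed complex between 50 nM HP1-beta and 50 nM biotinylated H3K9me3 peptide was read by AlphaScreen. Buffer was PBS pH 7.4 with 0.01% Tween-20. Incubations ran 30 min at room temperature, with 10 ug/mL donor/acceptor beads.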
* = called active by the depositor; i = inactive; ? = inconclusive; / = no result given; & = joins results of further samples; [ ] = another dose, or the depositor's remark. Unless noted, the call rests on the fitted dose curve; in most records, active means well fitted curve in the direction sought with a large enough effect; inconclusive means small, poorly fitted or top-dose-only effect, or another doubt; inactive means no such curve, though single readings can be large; an effect the other way counts as inactive or inconclusive.

JMJD2A Tudor inh	ERG Ets-DNA blk	GLS inh	PGK inhibitor	Pin1 inhibitor	PI4K2A block	HP1b chromo inh	BAZ2B inh	G9a inh	structure
-10%	5%	1%	i	-4%	-1	22%	9%	69%[activator][59 µM]	Cc1ccc(NC(=O)c2c(C(F)(F)F)nn(C)c2Cl)cc1C
-1%	-5%	0%	-10%	-7%	1&1	63%[activator]	-3%	10%[59 µM]	NC(=O)c1ccccc1
-8%	14%	-4%	3%	1%	1	30%	/	/	C[C@H]1COC(=O)[C@H](Cc2ccc(F)cc2)CC/C=C/C[C@@H](CC(=O)N(CCO)Cc2ccccc2)C(=O)N1
-14%	4%	9%	i	5%	-1	16%[57 µM]	16%	56%[activator][59 µM]	CCCc1nc(SCc2cc(=O)c3ccc(C)c(C)c3[nH]2)n[nH]1
9%	8%	3%	7%	?	2	22%	2%	-20%	CCOC(=O)c1c(SCC(=O)Nc2nccs2)nc(C)c(C)c1C
?	4%	2%	-6%	19%	9	-15%	?	?	Cc1ccc(N(CC(=O)N/N=C/c2ccco2)S(=O)(=O)c2ccccc2)cc1
-2%	-8%	4%	-4%	1%	0	27%	-3%	-34%	COCCCNC(=O)c1ccc2nc3ccccc3c(=O)n2c1
-3%	3%	1%	-9%	-3%	-2	34%	3%	-4%	CCN(C(=O)Cn1c(=O)oc2ccccc21)c1ccc(C)c(C)c1
-5%	9%	11%	i	3%	-3	21%	50µM*	/	NC(=O)CC(NC(=O)Cc1ccc(Br)cc1)c1ccc(NCCN2CCCCC2)c([N+](=O)[O-])c1 (stereo unspecified)
-14%	6%	2%	-1%	-4%	0	51%	3%	?	CCOC(=O)CSc1nnc(Cc2ccccc2)n1-c1ccc(C)cc1
-9%	0%	-1%	i	-3%	1	33%	43%[activator]	-18%	O=C(CN(C(=O)Cn1nnc(-c2ccc(F)cc2)n1)C1CCCC1)NC1CCCC1
35µM*	-1%	22%	-15%	1%	-6	20µM*	32µM*	/	COc1ccc2cc(-c3[nH]ncc3CN3CCCN(c4ccccc4)CC3)ccc2c1
1%	/	5%	-3%	6%	-3	29%	-2%	23%[59 µM]	O=C(Nc1ccccc1OC(F)F)c1oc2ccccc2c1COc1ccccc1
-17%	-1%	-14%	-1%	1%	3	-5%	1%	/	Cc1ccc(S(=O)(=O)NC(=O)Nc2cccc(C)n2)cc1
?	-7%	0%	-1%	-7%	6	8%	0%	16%	COc1cc(-c2c(C#N)c(N)nc(SCc3ccncc3)c2C#N)cc(OC)c1OC
-14%	1%	-1%	-3%	-8%	1	61%[activator]	-10%	17%	Cc1ccc(NC(=O)CC(C)CC(=O)NCc2ccccc2)cc1Cl (stereo unspecified)
-26%	12%	2%	-7%	-11%	-3	28%	-1%	-18%	CC1(C)OC(=O)C(=NNc2ccccc2)C(=O)O1
80%[activator]	2%	-24%	0%	-3%	-18	80%[activator]	50%[activator]	121%[activator]	COc1cc(C=O)ccc1OC(=O)c1ccc(C(C)C)cc1
-11%	2%	1%	i	-7%	0	39%	/	8%[59 µM]	Cc1ccccc1Nc1cc(C(=O)NC2CCC(C)CC2)c2ccccc2n1 (stereo unspecified)
-11%	-9%	3%	?	0%	-1	14%	0%	-26%[59 µM]	COc1ccccc1NCc1nnc2n1CCCCC2
7%	-14%	-7%	-9%	-1%	3	60%[activator]	0%	26%	CCOC(=O)c1sc2nc(C(C)C)c3c(c2c1N)CCC3
-24%	-4%	-2%	-3%	9%	1	20%	-2%	1%[59 µM]	COc1cc2cc(CN(C(=O)Nc3ccccc3)C3CCCC3)c(=O)[nH]c2cc1OC
-10%	-1%	8%	i	4%	-1	39%	0%	2%[59 µM]	CCn1cc(S(=O)(=O)c2cccc(C)c2)c(=O)c2cc(F)c(N3CCCCC3C)cc21 (stereo unspecified)
-1%	0%	1%	-7%	-1%	4	9%	3%	-104%[0.0925 µM]	CCCOc1c(OC)cccc1C1CC(=O)Nc2cc(OC)c(OC)c(OC)c21 (stereo unspecified)
-19%	2%	2%	-10%	-6%	-6	14%	-6%	25%	O=C(NCCc1cccc(Cl)c1)c1cccc([N+](=O)[O-])c1
-20%	9%	15%	-9%	3%	-8	43%[activator]	1%	?	CCOC(=O)C1CCN(S(=O)(=O)c2ccc3[nH]c(=O)oc3c2)CC1
-18%	3%	7%	0%	-11%	3	11%	13%	0%	O=C(CCN1C(=O)C2C3CCC(C3)C2C1=O)Nc1ccc([N+](=O)[O-])cc1 (stereo unspecified)
?	-15%	-5%	-10%	3%	11	33%	-6%	23%	CC(C)NC(=O)CC(=O)N/N=C/c1ccc(F)cc1
2%	-2%	1%	2%	10%	4	24%	3%	-29%[12.7 µM]	CCNc1nc(NCC)nc(OCCNS(=O)(=O)c2cc(C)ccc2C)n1
-10%	0%	2%	7%	6%	5	12%	-22%	16%[59 µM]	COc1ccc(NC(=O)CSc2nc3ccccc3c(=O)n2CCCN2CCOCC2)c(OC)c1
-25%[11.4 µM]	-1%	?	i	1%	-5	-3%	-17%	0%	O=S(=O)(NCCSc1nc2ccccc2o1)c1ccccc1
2.8µM*	-3%	0%	-2%	-4%	1	-17%[57 µM]	-38%	7.9µM*	Cn1nnc(NC(=S)NC(=O)c2cccc3ccccc23)n1
-11%	0%	-14%	8%	-12%	-1	21%	-19%	-30%[59 µM]	Cn1nnnc1SCCCNCc1cccc(OCc2ccc(F)cc2)c1
-12%	0%	0%	-6%	-3%	-2	37%	/	/	CCOC(=O)C1CCN(C(=O)COC(=O)C23CC4CC(CC(C4)C2)C3)CC1
?	0%	1%	3%	-11%	5	7%	-26%	-42%[59 µM]	CCCC12CN3CC(CCC)(CN(C1)C3c1c[nH]c3ccc(OC)cc13)C2=O (stereo unspecified)
-10%&-2%	1%&-15%	4%&-18%	-4%	0%&-2%	1&5	16%&38%	6%	-40%&14%[59 µM]	CCOc1ccc(CCNC(=O)CSc2cc(=O)n(C)c3ccccc23)cc1OCC
-12%	-22%	-5%	-9%	0%	4	24%	-21%	56µM*	COC(=O)CNc1nc(Cl)nc(N2CCC(C)CC2)n1
-27%	-11%	5%	-2%	0%	3	0%	/	-7%[59 µM]	CCn1cc(C(=O)N2CCN(c3ccccc3OC)CC2)c(=O)c2cc(S(=O)(=O)N3CCC(C)CC3)ccc21
-7%	10%	-8%	-2%	8%	-3	38%	3%	19%	CN(C)/C=C/C(=O)c1cnc2n(c1=O)CCS2
-2%	9%	-7%	1%	?	-5	57%[activator]	-1%	20µM*	S=C(Nc1ccc2nc(-c3ccccn3)c(-c3ccccn3)nc2c1)N1CCCCCC1
-6%	/	-3%	-5%	4%	-3	17%	-3%	-24%[12.7 µM]	Cc1cc(C)nc(SC2CCCCC2O)n1 (stereo unspecified)
-9%	-7%	37%[activator]	17%	5%	-1	10%	-4%	-4%[59 µM]	COC(=O)NCCOC(=O)N(O)c1ccc(Br)cc1
10%	3%	4%	1%	?	-3	26%	-1%	11%[59 µM]	COc1ccc(-n2nnc(-c3nsc(NC(=O)c4cccc(C)c4)n3)c2C)cc1OC
-11%	-6%	-1%	-9%	0%	0	39%	5%	-45%	Cc1ccc(S(=O)(=O)N2CCN(C(=O)CCCOc3ccc(Cl)cc3C)CC2)cc1
-19%	1%	-5%	-1%	-1%	-1	52%[activator]	-1%	2%[59 µM]	CS(=O)(=O)N(CC(=O)NCCSCc1ccccc1)c1cc(C(F)(F)F)ccc1Cl
-3%	-2%	-1%	i	-2%	11	34%	-5%	15%[12.7 µM]	COc1ccc(S(=O)(=O)N2CCOCC2)cc1C(=O)NC1CCCCCC1
-16%[11.4 µM]	-3%	8%	-7%	-8%	-3	26%	-37%	?	Nc1nc(N2CCN(C/C=C/c3ccccc3)CC2)nc2ccccc12
-26%	-1%	-12%	-3%	-1%	1	25%	-14%	-4%	CC1(c2ccccc2)NC(=O)N(CC(=O)Nc2ccc([N+](=O)[O-])cc2)C1=O (stereo unspecified)
-10%[11.4 µM]	10%	49%[activator]	-10%	-11%	2	3%	-11%	28%	COc1ccc(-c2csc(-c3ccc(O)cc3)n2)cc1
-16%	-17%	-7%	-1%	-1%	1	33%	4%	9%[59 µM]	COC(=O)c1ccc(NC(=O)c2cc[n+](Cc3ccccc3)cc2)cc1

An excerpt from above in order of the G9a inh value, rising.
molecule,G9a inh
Cn1nnc(NC(=S)NC(=O)c2cccc3ccccc23)n1,7.9µM*
S=C(Nc1ccc2nc(-c3ccccn3)c(-c3ccccn3)nc2c1)N1CCCCCC1,20µM*
COC(=O)CNc1nc(Cl)nc(N2CCC(C)CC2)n1,56µM*

Results in Pin1 inhibitor, for 2 of the compounds above:
SMILES | Pin1 inhibitor
CCNc1nc(NCC)nc(OCCNS(=O)(=O)c2cc(C)ccc2C)n1 | 10%
COc1ccc(NC(=O)CSc2nc3ccccc3c(=O)n2CCCN2CCOCC2)c(OC)c1 | 6%

Screens as filed in PubChem.
